Screens as filed in PubChem BioAssay.
PME-1 inh: PME-1 inhibitors via competitive probe labeling, primary screen, biochemical, fluorescence polarization, FP-Rh probe, HTS; Protein phosphatase methylesterase 1 (Homo sapiens), Q9Y570; recombinant PME-1; inhibition, % at 5.9 µM; 320,000 tested, 0.53% active; AID 2130, 2009;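 active = inhibition above the campaign mean of all compounds plus 3 SD, cut at about 26% in these data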;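 also: competitive labeling of PME-1 active site by serine hydrolase directed probe; 0% = PME-1 with DMSO and 100% = wells lacking PME-1 enzyme; inhibitors block probe labeling so polarization falls and inhibition rises; many of its hits are not listed in these tables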
Target sequence (Q9Y570 whole entry, looked up): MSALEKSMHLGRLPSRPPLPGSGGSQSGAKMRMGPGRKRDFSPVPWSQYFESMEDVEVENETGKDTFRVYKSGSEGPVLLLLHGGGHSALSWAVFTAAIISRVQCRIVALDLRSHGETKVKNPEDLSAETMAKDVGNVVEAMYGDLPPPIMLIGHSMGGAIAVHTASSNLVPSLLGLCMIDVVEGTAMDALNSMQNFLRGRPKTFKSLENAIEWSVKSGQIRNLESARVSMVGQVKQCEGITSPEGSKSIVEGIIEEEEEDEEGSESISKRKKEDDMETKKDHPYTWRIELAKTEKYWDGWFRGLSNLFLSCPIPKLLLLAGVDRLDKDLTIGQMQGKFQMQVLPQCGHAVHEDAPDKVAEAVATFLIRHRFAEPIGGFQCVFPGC
pPAFAH inh: pPAFAH enzyme inhibitors, primary screen, biochemical, fluorescence polarization, human | 330,000 tested, 1.5% active | Platelet-activating factor acetylhydrolase (Homo sapiens), Q13093 | inhibition, % at 3.39 µM | recombinant pPAFAH, FP-rhodamine probe fluorescence polarization | AID 463082, 2010;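 active = inhibition above the mean inhibition across the screen plus 3 SD, cut at about 25% in these data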;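 also: inhibitors block binding of the rhodamine activity-based probe so polarization drops; 0% = enzyme with DMSO and 100% = wells lacking pPAFAH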
PAFAH1B3 inh: PAFAH1B3 enzyme inhibitors, primary screen, biochemical, fluorescence polarization, human. Platelet-activating factor acetylhydrolase IB subunit alpha1 (Homo sapiens), Q15102. recombinant PAFAH1B3, FP-rhodamine probe. inhibition, % at 3.39 µM. 340,000 tested, 0.28% active;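 active = inhibition above the screen-wide average of all tested compounds plus 3 SD, cut at about 25% in these data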;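 also: 0% = enzyme with DMSO only and 100% = wells lacking PAFAH1B3 protein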
Target sequence (Q15102 whole entry, looked up): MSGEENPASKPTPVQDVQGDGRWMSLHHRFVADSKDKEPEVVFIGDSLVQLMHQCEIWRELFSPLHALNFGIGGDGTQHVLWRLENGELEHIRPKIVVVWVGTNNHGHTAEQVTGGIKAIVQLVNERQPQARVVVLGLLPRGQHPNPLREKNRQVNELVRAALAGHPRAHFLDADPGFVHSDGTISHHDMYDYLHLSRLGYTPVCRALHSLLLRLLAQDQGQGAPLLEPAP
LYPLA1 inh: LYPLA1 inhibitors, primary screen, counter-screen for PME1 inhibitor project, biochemical, fluorescence polarization, FP-Rh probe ABPP; Acyl-protein thioesterase 1 (Homo sapiens), O75608; recombinant LYPLA1; inhibition, % at 5.9 µM; 320,000 tested, 0.16% active; AID 2174, 2009;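 active = inhibition above the mean of all tested compounds plus 3 SD, set per campaign, cut at about 14% in these data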;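 also: inhibitors block serine hydrolase probe labeling of LYPLA1 so polarization falls; 0% = enzyme with DMSO and 100% = wells lacking LYPLA1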
Target sequence (O75608 whole entry, looked up): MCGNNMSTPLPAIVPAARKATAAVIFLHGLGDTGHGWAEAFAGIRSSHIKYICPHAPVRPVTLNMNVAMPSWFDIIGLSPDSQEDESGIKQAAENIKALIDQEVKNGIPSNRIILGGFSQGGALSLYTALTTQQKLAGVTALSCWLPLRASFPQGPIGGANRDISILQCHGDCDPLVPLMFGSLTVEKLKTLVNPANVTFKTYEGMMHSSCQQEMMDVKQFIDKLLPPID
PAD4 FP inh: human PAD4 inhibitors, primary screen, biochemical, fluorescence polarization, 1536-well format; AID 485272, 2010; recombinant PAD4, RCA probe fluorescence polarization; Protein-arginine deiminase type-4 (Homo sapiens), Q9UM07; inhibition, % at 6.36 µM; 330,000 tested, 0.41% active;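 active = percent inhibition above a cutoff equal to the mean of all tested compounds plus 3 SD, cut at about 15% in these data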;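 also: 0% = PAD4 with RCA probe and DMSO and 100% = probe without PAD4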
Fam108B counter: mouse Fam108B serine hydrolase inhibitors, primary screen, counter-screen for RBBP9 inhibitor project, biochemical, fluorescence polarization. inhibition, % at 9.51 µM. 300,000 tested, 0.33% active. AID 1947, 2009. recombinant Fam108B, FP-Rh probe fluorescence polarization;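 active = inhibition above the screen mean inhibition plus 3 SD, computed separately per campaign, cut at about 18% in these data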;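 also: inhibitors lower polarization as less probe binds the enzyme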
PAFAH2 inh: PAFAH2 enzyme inhibitors, primary screen, biochemical, fluorescence polarization, human | Platelet-activating factor acetylhydrolase 2, cytoplasmic (Homo sapiens), Q99487 | AID 492956, 2010 | recombinant PAFAH2, FP-rhodamine activity probe | 340,000 tested, 0.99% active | inhibition, % at 3.39 µM;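 active = inhibition above the mean over all tested compounds plus 3 SD, cut at about 30% in these data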;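 also: inhibitors block probe labeling of enzyme so polarization drops; 0% = enzyme with DMSO and 100% = wells lacking PAFAH2 protein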
GSTO1 counter: inhibitors of recombinant GSTO1, primary screen, counter-screen for RBBP9 inhibitor project, biochemical, fluorescence polarization | Glutathione S-transferase omega-1 (Homo sapiens), P78417 | 300,000 tested, 1.1% active | activity-based probe fluorescence polarization | inhibition, % at 5.96 µM;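 active = inhibition above the campaign mean inhibition plus 3 SD, cut at about 35% in these data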;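 also: 0% = GSTO1-1 with DMSO and 100% = wells lacking GSTO1-1 enzyme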
PAFAH1B2 FP inh: PAFAH1B2 enzyme inhibitors, primary screen, biochemical, fluorescence polarization, human; Platelet-activating factor acetylhydrolase IB subunit alpha2 (Homo sapiens), P68402; recombinant PAFAH1B2, FP-rhodamine activity probe; inhibition, % at 3.39 µM; 340,000 tested, 1.2% active; AID 492953, 2010;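 active = inhibition above the mean of all tested compounds plus 3 SD, cut at about 24% in these data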;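 also: 0% = enzyme with DMSO and 100% = wells lacking PAFAH1B2; many of its hits are not listed in these tables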
Target sequence (P68402 whole entry, looked up): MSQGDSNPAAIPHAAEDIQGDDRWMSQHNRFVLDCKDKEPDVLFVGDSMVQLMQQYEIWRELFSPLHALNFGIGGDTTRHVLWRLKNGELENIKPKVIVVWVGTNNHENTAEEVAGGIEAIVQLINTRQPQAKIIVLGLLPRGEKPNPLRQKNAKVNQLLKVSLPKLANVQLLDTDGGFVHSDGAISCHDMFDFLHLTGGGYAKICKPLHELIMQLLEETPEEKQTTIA
Starred values were filed as active, the others as inactive; . = no result given.

SMILES	PME-1 inh	pPAFAH inh	PAFAH1B3 inh	LYPLA1 inh	PAD4 FP inh	Fam108B counter	PAFAH2 inh	GSTO1 counter	PAFAH1B2 FP inh
CN(CC(=O)Nc1ccccc1Cl)C(=O)COC(=O)/C=C/c1cccc(C(F)(F)F)c1	3.5	2.5	3.5	-1.4	-1.4	.	1.8	.	10.6
CC(C)(C)C(=O)Nc1nnc(Cc2ccccc2)s1	2.0	-2.3	0.8	-0.8	-2.0	-2.3	-1.3	6.2	0.0
CC1CCCN(C(=O)COC(=O)c2cccc(NS(=O)(=O)c3ccccc3)c2)C1 (centres undefined)	2.5	4.7	4.8	3.3	-2.3	-1.9	3.6	0.3	8.9
Cc1cccc(C(=O)Nc2cccc(S(=O)(=O)NCc3ccco3)c2)c1	8.2	4.3	-2.0	1.5	-2.1	.	6.0	.	-1.1
Cc1sc2ncnc(N3CCC(C(=O)Nc4cc(S(C)(=O)=O)ccc4Cl)CC3)c2c1C	-1.8	3.9	1.8	0.8	0.8	-3.2	5.6	-11.5	-5.0
CCN(CC)S(=O)(=O)c1cccc(C(=O)NC(C(=O)Nc2nnc(C3CC3)s2)C(C)C)c1 (centres undefined)	5.6	1.0	9.1	-0.9	-3.4	-0.1	12.6	7.7	-4.0
CC(C)CCNC(=O)C(=O)Nc1cc2c3c(c1)CCC(=O)N3CCC2	-1.4	-0.4	2.4	-2.4	0.0	-0.1	9.6	-1.0	-2.8
COc1ccc(NC(=O)CCCN2C(=O)CCC2=O)cc1Cl	-2.1	2.1	4.8	-0.8	-1.9	0.4	0.6	-0.3	-6.5
COCCCNC(=O)/C=C1\Sc2ccccc2N(Cc2ccccc2F)C1=O	-1.0	0.4	7.2	-1.6	-4.2	0.7	-5.4	-16.9	6.4
O=C(Cn1cnc2cc([N+](=O)[O-])ccc2c1=O)Nc1ccc(Br)cc1	6.1	0.8	2.6	-6.2	0.4	-3.3	-5.7	-1.3	-1.5
N#C/C(=C(/O)c1ccc(Cl)cc1)c1nc2ccccc2[nH]1	-2.6	4.3	6.4	-0.1	-4.0	-0.3	6.3	3.9	-0.5
Cc1ccc(C)n1-c1ncn[nH]1	-2.2	-5.4	8.9	-4.8	-3.6	-3.1	-4.6	-3.6	0.6
COC(=O)c1ccc(OC(=O)CCc2cc(OC)c(OC)c(OC)c2)cc1	-1.4	2.2	11.6	5.8	1.8	3.0	5.6	5.7	-1.1
O=C1CC2(CCCCCC2)Oc2ccc(Cl)cc21	0.1	4.2	6.7	0.9	-1.9	6.7	-0.2	2.0	5.7
Cc1ccc(N(CC(=O)Nc2ccc(S(=O)(=O)N3CCOCC3)cc2)S(C)(=O)=O)cc1C	2.5	0.1	6.4	0.8	-4.0	-3.2	0.4	2.5	3.3
CCOC(=O)c1cc(C(=O)OCC)c(=O)[nH]c1C	0.4	1.7	8.1	-1.2	-1.9	-0.7	-1.5	0.8	0.0
Cn1c(SCC(=O)O)nc2ccccc2c1=O	-0.9	3.2	9.4	3.0	-4.9	7.0	8.6	1.9	-1.1
CN1CCN(c2nc3ccccc3nc2NS(=O)(=O)c2ccc(Br)cc2)CC1	.	1.0	-1.3	.	2.0	.	2.6	.	5.6
O=C1CSC(c2ccc(F)c(F)c2)N1c1ccccc1F (centres undefined)	-0.4	-1.3	3.5	-2.1	3.9	0.8	-0.3	1.8	9.8
CC(O)c1cc2c(cc1NC(=O)c1cnn3c1NC(c1ccco1)CC3C(F)(F)F)OCO2 (centres undefined)	-8.8	-2.9	-12.1	-13.9	3.7	-9.4	-18.5	-1.1	-8.3
N#Cc1cc2c(nc1SCc1ccccc1)CCCC2=O	-0.2	2.5	-0.1	0.7	7.4	3.0	-0.5	-2.4	-2.0
CN(C)c1ccc(NC(=O)CN2CCN(c3ccc(F)cc3)CC2)cc1	-6.2	0.2	6.9	-2.7	0.9	2.6	-2.8	13.5	5.7
O=C(CN1CCCCC1)Nc1cccc(Oc2ccccc2)c1	2.7	1.7	10.8	-3.5	-1.6	-5.2	2.5	2.6	0.1
CCOC(=O)C1=NN(C(=O)c2ccco2)C2(CC2)C1	2.4	1.6	5.5	-1.4	2.6	-2.5	0.3	-0.2	5.1
Cc1ccc(OCC(=O)N/N=C/c2cccn2C)cc1C	6.4	1.2	-3.9	0.9	-3.9	1.1	-5.3	-0.9	0.9

Going on with the list.
SMILES	PME-1 inh	pPAFAH inh	PAFAH1B3 inh	LYPLA1 inh	PAD4 FP inh	Fam108B counter	PAFAH2 inh	GSTO1 counter	PAFAH1B2 FP inh
CC(C)/C=C(/C(=O)c1ccc(Cl)cc1Cl)n1cncn1	1.3	2.5	4.6	-1.5	2.1	-4.3	-0.8	-14.4	2.1
COCc1ccc(-c2c(-c3cccc(OC)c3)sc3ccc(OC)cc23)cc1	-4.9	4.8	-2.1	-0.6	1.6	.	-1.9	.	-0.5
O=C(CSc1ccccc1)NCc1ccco1	1.8	7.1	7.3	-1.4	-0.2	-1.2	-0.9	6.6	3.8
COC(=O)c1ccc(NC(=O)Nc2ccc(C)cc2)cc1	-13.8	5.4	2.6	-4.4	-8.1	-4.1	-11.8	-7.2	-13.7
COC(C(=O)N/N=C(\C)CC(=O)Nc1ccc(Cl)cc1C)c1ccccc1 (centres undefined)	-1.9	2.9	10.8	-1.0	0.3	3.5	2.1	6.3	3.0
C/C(=N\NC(=O)C(N)=O)c1ccc(OC(F)F)cc1	-8.4	0.7	7.7	2.2	5.9	8.0	0.9	6.3	-3.5
CCNCc1ccc(OCc2ccccc2F)c(OC)c1	-6.1	2.3	8.8	0.7	-2.4	0.9	0.1	0.3	3.6
CCCS(=O)(=O)N1CCN=C1SCc1cccnc1	-2.9	-0.5	-1.3	0.7	-4.0	-4.7	4.1	4.8	0.6
O=C(COC(=O)c1cc2ccccc2cc1O)c1ccccc1	1.4	1.1	3.8	-1.1	2.6	0.7	-3.9	0.7	4.0
CCOC(=O)C(NC(C)=O)(Nc1ccc(S(=O)(=O)Nc2onc(C)c2C)cc1)C(F)(F)F (centres undefined)	-4.2	0.9	7.9	-1.0	-0.3	-0.5	-1.9	-3.2	4.8
Cc1cc(C)cc(NC(=O)Cn2nnc(C(=O)NCc3ccc4c(c3)OCO4)c2N)c1	-13.4	-2.0	2.5	-3.8	-4.5	-6.8	-6.2	-3.4	1.1
CCOc1ccc(S(=O)(=O)Nc2ccc(S(=O)(=O)N3CCCCC3)cc2)cc1	3.5	1.6	5.2	2.3	2.5	-3.9	4.3	14.3	9.2
CN(Cc1cc2ccccc2[nH]c1=O)C(=O)c1cccs1	2.4	0.9	-2.0	1.9	0.5	3.0	-2.6	4.2	0.2
CCc1nn(CC(=O)N2CCC(C(N)=O)CC2)c(=O)c2cc3occc3n12	-4.5	3.2	6.7	1.3	-4.0	-1.2	0.5	-2.1	4.6
O=C(c1ccncc1)c1ccc(N2CCN(C3CC(=O)N(Cc4cccs4)C3=O)CC2)cc1 (centres undefined)	-0.6	4.6	6.0	2.3	1.9	-2.2	-0.1	-2.3	7.6
CCc1ccc(S(=O)(=O)N2CC(=O)Nc3ccccc32)cc1	-0.9	0.0	3.7	-1.5	-1.7	1.9	4.0	4.6	12.4
COc1ccc(S(=O)(=O)Nc2cccc3c2O[C@H](CN(C)S(=O)(=O)c2ccc(Cl)cc2)[C@H](C)CN([C@H](C)CO)C3=O)cc1	.	3.6	2.9	.	1.1	.	1.2	.	8.1
CN(CCCNC(=O)C1CCC(CNS(=O)(=O)c2ccccc2)CC1)Cc1ccccc1 (centres undefined)	1.9	12.7	4.2	0.5	-6.1	-0.1	1.9	2.2	-0.4
O=C(c1cc(-c2ccccc2)nc2ccccc12)N1CCN(C2CCS(=O)(=O)C2)CC1 (centres undefined)	-4.0	2.4	1.0	-1.6	2.0	.	-5.0	.	2.6
CC1CC(c2ccccc2)n2nc(NC(=O)c3ccco3)nc2N1 (centres undefined)	1.4	0.6	8.4	-2.3	2.0	3.9	-3.7	-2.7	5.6
CC(CCc1ccccc1)NC(=O)c1ccc(C(=O)NC(C)CCc2ccccc2)cc1 (centres undefined)	-3.2	6.8	8.3	-2.3	-2.4	-2.6	-3.0	0.1	-2.8
CCOc1ccc(C(=O)NCC(=O)OCc2cc(C(C)=O)ccc2OC)cc1	-2.9	-2.5	0.4	-0.2	1.0	-1.3	-7.1	-1.5	-3.8
CN(C)C1=NC[C@H](Cc2ccccc2)N1CC1CCCCCC1	2.5	2.3	1.6	0.2	-2.0	2.7	-1.7	-1.8	0.7
CCN(Cc1ccncc1)C(=O)c1cccc(S(=O)(=O)N2CCOCC2)c1	-0.2	1.6	2.5	8.5	4.8	3.9	-11.2	-1.8	0.8
COc1ccc(OC)c(C(=O)CSc2nnc(-c3cccnc3)n2C)c1	-4.5	4.1	6.2	-2.0	2.0	0.0	-6.0	0.0	-1.9

New compounds follow
SMILES	PME-1 inh	pPAFAH inh	PAFAH1B3 inh	LYPLA1 inh	PAD4 FP inh	Fam108B counter	PAFAH2 inh	GSTO1 counter	PAFAH1B2 FP inh
CC1=C(CO)C(=O)OC([C@@H](C)C2CC[C@H]3C4C[C@H]5O[C@]56[C@@H](O)C=CC(=O)[C@]6(C)C4CC[C@]23C)C1 (some centres undefined)	-6.9	12.1	2.5	-5.7	-1.1	1.2	-1.4	0.2	2.9
Cn1nnnc1Sc1ncnc2scc(-c3cccc(C(F)(F)F)c3)c12	.	-2.1	1.0	.	14.2	.	1.1	.	3.8
COc1ccc(S(=O)(=O)N2CCOCC2)cc1NC(=O)CN1C(=O)NC(C)(C2CC2)C1=O (centres undefined)	1.1	-1.1	8.4	1.8	3.1	.	7.8	.	-0.3
C=CCN(c1ccccc1)S(=O)(=O)c1cccc(C(=O)Nc2cc(C)ccn2)c1	-0.9	-10.7	-1.2	-4.9	-1.8	-1.4	-2.0	-2.6	4.1
CCCCCOC(=O)Cc1c(C)nc(-c2ccccc2)[nH]c1=O	-0.7	1.3	-3.1	3.2	2.2	-0.9	0.5	5.5	-2.3
CS(=O)(=O)c1ccc2c(c1)sc1nc(=O)c(/C=C3/C=CC(=O)C(O)=C3)c(N)n12	-13.6	20.5	28.3*	-13.6	-5.1	-0.9	58.5*	43.6*	53.4*
CCC(C)(C)NC(=O)C(c1ccccc1Cl)N(C(=O)CCC(=O)Nc1cc(C)on1)C(C)(C)C (centres undefined)	1.1	1.1	1.4	-1.5	-3.5	0.4	4.6	-4.6	-1.5
CC(=O)/C(N=Nc1nc2c([nH]1)c(=O)n(C)c(=O)n2C)=C(\C)O	-4.9	-0.6	-7.4	-5.6	0.9	2.1	1.0	-1.9	-1.6
c1ccc(-n2ncc3c(N4CCCCC4)ncnc32)cc1	1.5	-5.9	13.3	-1.9	2.7	2.5	-4.7	5.2	-5.8

Only part of the results is shown; count on the stated rates, not on these rows.
